PP1 inh: PP1-alpha phosphatase inhibitors, primary screen, counter-screen for PP5 inhibitor project, biochemical, fluorescence, OMFP substrate, single point. actives 0.9% (n = 320,000). inhibition, % at 6.7 µM. AID 2235, 2010. Serine/threonine-protein phosphatase PP1-alpha catalytic subunit (Homo sapiens), P62136. purified PP1alpha;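 active = inhibition above the mean inhibition of all tested compounds plus 3 SD, computed separately for each screening campaign, cut at about 15% in these data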
PP5 primary: PP5 phosphatase inhibitors, primary screen, biochemical, fluorescence. Serine/threonine-protein phosphatase 5 (Homo sapiens), P53041. purified PP5c, OMFP substrate fluorescence. inhibition, % at 6.7 µM. actives 0.18% (n = 320,000);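 active = inhibition above the campaign's mean inhibition across all tested compounds plus 3 SD, cut at about 9.5% in these data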;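 also: 0% = DMSO only and 100% = 100 µM cantharidin control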
EBNA-1 inhibitor: EBNA-1 DNA-binding inhibitors, primary screen, biochemical, fluorescence polarization; inhibition, % at 14.8 µM; actives 0.34% (n = 300,000); AID 1950, 2009; in the data active = inhibition above about 28%
CTSL1 counter: Fasciola hepatica cathepsin L1 inhibitors, primary screen, counter-screen for PFM18AAP inhibitor project, biochemical, QFRET, fluorogenic peptide substrate | recombinant F. hepatica cathepsin L1, Z-Leu-Arg-MCA fluorescence | inhibition, % at 5.96 µM | actives 0.49% (n = 300,000) | AID 1906, 2009;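 active = inhibition above the mean of all tested compounds plus 3 SD, set per screening campaign, cut at about 17% in these data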;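 also: 0% = plate median of test compound wells and 100% = 1 µM Z-Phe-Ala-diazomethylketone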
Efflux pump inh: inhibitors of Candida efflux pumps in yeast, primary screen, S. cerevisiae, Nile Red, multiplex; actives 0.44% (n = 330,000); inhibition, % at 10 µM; S. cerevisiae Candida pump triplex; AID 485275, 2010;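 active = plate passing quality check with inhibition over a set limit, or well fluorescence over plate mean plus 4 SD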;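 also: Nile Red retained in pooled yeast measured as flow cytometry median fluorescence; 0% = buffer negative control and 100% = Enniatin B positive control; higher means more Nile Red kept so more efflux inhibition; some compounds called inactive have numbers as strong as hits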
ZTA counter: blocks Epstein-Barr virus ZTA, an EBNA-1 counter-screen; ZTA-DNA binding, fluorescence polarization; AID 2234; actives 0.15% (n = 320,000); inhibition, % at 11 µM; in the data active = inhibition above about 33%
Target sequence (P03206 whole entry, looked up): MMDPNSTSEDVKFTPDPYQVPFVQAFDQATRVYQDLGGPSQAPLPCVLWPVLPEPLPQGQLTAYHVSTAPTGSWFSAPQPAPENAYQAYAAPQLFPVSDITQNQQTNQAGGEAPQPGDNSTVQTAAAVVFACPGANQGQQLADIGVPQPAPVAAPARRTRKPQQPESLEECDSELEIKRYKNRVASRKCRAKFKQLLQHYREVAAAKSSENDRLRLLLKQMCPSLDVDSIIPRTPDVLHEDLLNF
HCV core dimer: inhibitors of HCV core protein dimerization, primary screen, biochemical, TR-FRET, high-throughput | TR-FRET GST/Flag-core106 dimerization, 1536-well | inhibition, % at 5 µM | actives 0.33% (n = 300,000) | AID 1899, 2009;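 active = inhibition above the mean of all tested compounds plus 3 SD, set per screening campaign, cut at about 45% in these data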
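System: GST-tagged and Flag-tagged HCV core protein residues 1-106 / Input: core106 proteins, GST 13.5 nM and Flag 17 nM / Buffer or medium: KF-containing HEPES buffer, pH 7.45, DTT, CHAPS, BSA / Probe or stimulus: Eu-anti-GST and XL665-anti-Flag labelled anti-tag antibodies / Schedule: 4 h, 22.5 °C incubation / Technique: TR-FRET 671 and 617 nm emission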
TPT1 inhibitor: Candida albicans TPT1 enzyme inhibitors, primary screen, biochemical, fluorescence polarization | tRNA 2'-phosphotransferase TPT1 (Candida albicans SC5314) | actives 0.81% (n = 300,000) | recombinant caTPT1, FP RNA substrate dephosphorylation | inhibition, % at 5 µM;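 active = inhibition above the mean of all tested compounds plus 3 SD, set per screening campaign, cut at about 24% in these data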;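 also: plate controls were DMSO alone for no effect and ferristatin control at 100 nM for full effect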
PREPL inhibitor: PREPL enzyme inhibitors, primary screen, biochemical, fluorescence polarization; Prolyl endopeptidase-like (Homo sapiens), Q4J6C6; recombinant PREPL, fluorescence polarization activity-based probe; inhibition, % at 5.96 µM; actives 0.68% (n = 320,000); AID 2751, 2010; in the data active = inhibition above about 43%;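 also: 0% = enzyme with DMSO and 100% = wells lacking enzyme; many of its hits are not listed in these tables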
Target sequence (Q4J6C6 whole entry, looked up): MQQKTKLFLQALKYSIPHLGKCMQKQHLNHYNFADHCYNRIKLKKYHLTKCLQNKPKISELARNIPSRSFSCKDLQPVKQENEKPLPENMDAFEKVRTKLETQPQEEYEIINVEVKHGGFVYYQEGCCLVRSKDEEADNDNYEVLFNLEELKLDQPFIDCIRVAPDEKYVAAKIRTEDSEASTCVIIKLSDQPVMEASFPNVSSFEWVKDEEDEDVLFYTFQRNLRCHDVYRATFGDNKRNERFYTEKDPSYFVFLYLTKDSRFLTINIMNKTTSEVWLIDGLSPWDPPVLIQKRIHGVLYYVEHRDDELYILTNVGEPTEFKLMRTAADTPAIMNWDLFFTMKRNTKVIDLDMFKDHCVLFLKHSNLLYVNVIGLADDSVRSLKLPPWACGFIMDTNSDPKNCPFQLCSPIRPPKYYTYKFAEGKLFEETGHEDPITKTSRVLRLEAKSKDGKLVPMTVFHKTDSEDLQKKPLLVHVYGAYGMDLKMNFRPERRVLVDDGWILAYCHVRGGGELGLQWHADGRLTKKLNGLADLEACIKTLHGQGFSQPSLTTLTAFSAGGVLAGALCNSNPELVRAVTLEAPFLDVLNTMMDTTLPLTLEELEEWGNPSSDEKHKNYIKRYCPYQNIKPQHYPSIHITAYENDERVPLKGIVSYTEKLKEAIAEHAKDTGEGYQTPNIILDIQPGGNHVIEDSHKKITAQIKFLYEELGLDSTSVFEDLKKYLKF
* = called active by the depositor; / = no result given. An excerpt, so the mix of outcomes need not match the whole.

SMILES | PP1 inh | PP5 primary | EBNA-1 inhibitor | CTSL1 counter | Efflux pump inh | ZTA counter | HCV core dimer | TPT1 inhibitor | PREPL inhibitor
Cc1cccc(C(=O)Nc2c3c(nn2C(C)(C)C)CS(=O)(=O)C3)c1 | -2 | 2.4 | 0 | 0 | 0.0 | -9 | -12 | -2 | 9
C=CCn1c(-c2cccn(Cc3ccc(Cl)cc3)c2=O)n[nH]c1=S | 2 | -0.5 | -1 | 0 | 0.1 | 17 | 2 | 2 | 2
Cc1cc(NC(=O)CN2CCN(c3ccccn3)CC2)ccc1Br | 5 | 0.5 | 6 | 0 | 0.2 | 4 | 6 | 0 | 33
CCCCNC(=O)C1CCC(CNS(=O)(=O)c2ccc(NC(C)=O)cc2)CC1 (centres undefined) | 1 | 2.2 | 4 | 2 | 0.0 | -5 | -4 | -2 | 6
O=C(COC(=O)c1ccc[nH]c1=O)Nc1cc(S(=O)(=O)N2CCCCC2)ccc1Cl | 0 | -2.9 | -7 | -6 | -0.1 | -11 | 0 | -1 | 6
O=C(COC(=O)/C=C/c1cccc(C(F)(F)F)c1)NCc1cccs1 | -6 | 2.0 | / | / | 0.2 | -1 | / | / | 2
CN(C)c1ccc(S(=O)(=O)NCC(=O)NCCC2=CCCCC2)cc1[N+](=O)[O-] | 5 | 0.4 | / | / | -0.1 | 19 | / | / | 4
CCn1c(SCC(=O)Nc2cc(C)c(Cl)cc2OC)nnc1-c1ccco1 | -3 | -0.2 | 1 | 1 | 0.3 | -7 | -3 | 2 | -1
CCc1cc(=O)oc2c(C)c(OCC(=O)N3CCC(C(=O)O)CC3)ccc12 | 3 | 3.3 | -12 | -2 | 0.3 | 3 | -3 | 0 | 19
CCCCn1c(N)c(-c2nc3ccccc3s2)c2c([N+](=O)[O-])nn(C)c(=O)c21 | -2 | -0.7 | 0 | 2 | -0.9 | 7 | 3 | -3 | 19
O=C(Nc1ccccc1)N1CCCCC1c1cccnc1 (centres undefined) | -1 | 0.9 | 9 | 1 | 0.0 | 7 | -2 | -2 | 4
CS(=O)(=O)c1ccc(-c2cccc(NC(=O)c3ccc(Br)o3)c2)nn1 | 2 | 1.8 | 38* | 1 | -0.1 | -1 | -2 | -1 | 9
CCO[C@H]1OC(C(=O)N2CCCCCCC2)=C[C@@H](c2coc3ccccc3c2=O)[C@@H]1CCCO | -2 | 1.6 | 6 | 2 | -0.1 | 6 | -4 | -2 | 0
COc1ccccc1Nc1nc(-c2sc(NC(=O)c3ccccc3)nc2C)cs1 | 0 | 1.7 | -3 | -2 | 0.1 | -3 | -5 | 3 | 3
CC(=O)c1cc(-c2ccccc2)n(CC(=O)Nc2ccc(C)c(C)c2)c1C | 1 | 0.4 | -2 | -1 | -0.1 | 9 | 2 | 0 | -1
Oc1ccc(N=Cc2ccc(-c3cccs3)s2)cc1 | 3 | 11* | -1 | 40* | 0.2 | 46* | -15 | 4 | 22
CSc1ccc(CN2CCN(S(=O)(=O)Cc3ccccc3)CC2)cc1 | 1 | 0.0 | 4 | -1 | 0.8 | 2 | 15 | 1 | -12
C=CCn1c(O)c(N=NC(=O)CNC(=O)c2ccco2)c2ccccc21 | 0 | 4.1 | 0 | 5 | 0.0 | -5 | -4 | 2 | -4
CC(=O)Oc1c(Sc2ccccc2[N+](=O)[O-])c(C)nn1C(C)(C)C | 1 | 2.0 | -2 | 4 | 0.6 | -29 | 3 | -5 | 3
Cc1ccc(S(=O)(=O)NCCC(=O)Nc2ccc3c(c2)OCO3)cc1 | 0 | 1.5 | -2 | -5 | 0.3 | 16 | 2 | -1 | 8
O=C(Nc1cc(F)ccc1F)C1CCCO1 (centres undefined) | 0 | -0.2 | 1 | -4 | -1.1 | -4 | -3 | 0 | 4
Cc1ccc(NC(=O)CN2CCN(S(=O)(=O)c3ccc(F)cc3)CC2)cc1C | -2 | 3.5 | / | / | -0.4 | -2 | / | / | -6
CCOC(=O)C(=O)Nc1ccccc1C(=O)OC | 2 | -0.3 | -3 | 3 | -0.1 | -8 | -1 | -3 | -3
CCc1[nH]nc2c1C(C1C=CCCC1)C(C#N)=C(N)O2 (centres undefined) | -4 | 3.6 | -1 | -2 | -0.1 | -1 | 0 | 3 | -20
CCCCOC(=O)/C=C\C(=O)OCCCC | -2 | 1.3 | 1 | 5 | 0.0 | 6 | 1 | 1 | 0

Sorted by the number under PREPL inhibitor (descending): five from the list above.
Structure,PREPL inhibitor
Cc1cc(NC(=O)CN2CCN(c3ccccn3)CC2)ccc1Br,33
Oc1ccc(N=Cc2ccc(-c3cccs3)s2)cc1,22
O=C(COC(=O)c1ccc[nH]c1=O)Nc1cc(S(=O)(=O)N2CCCCC2)ccc1Cl,6
CCOC(=O)C(=O)Nc1ccccc1C(=O)OC,-3
CSc1ccc(CN2CCN(S(=O)(=O)Cc3ccccc3)CC2)cc1,-12

Remaining list, next part.
SMILES | PP1 inh | PP5 primary | EBNA-1 inhibitor | CTSL1 counter | Efflux pump inh | ZTA counter | HCV core dimer | TPT1 inhibitor | PREPL inhibitor
Cc1ccc(N)c2c1OCCC2=O | -1 | -1.6 | 1 | 1 | 0.0 | 13 | 2 | 0 | 2
COc1cc2c(cc1OC)C(=O)Cc1ccc3c(c1CN(C)CC2)OCO3 | -4 | 0.4 | 0 | -1 | 0.0 | 3 | -4 | 0 | -4
COc1cc(/C=C(/C#N)c2nc3ccccc3[nH]2)ccc1OC(=O)c1ccco1 | 0 | 5.2 | 5 | 2 | 0.0 | -7 | -43 | 4 | 83*
Cc1ccc(C)c(OCc2n[nH]c(=S)o2)c1 | -6 | 2.4 | -4 | -1 | 0.0 | 3 | 0 | 2 | 1
O=C(O)c1ccccc1C(=O)Nc1ccc(S(=O)(=O)N2CCCC2)cc1 | -4 | 1.7 | 3 | 3 | 0.3 | 10 | -12 | -1 | 11
COc1ccc(OC)c(CN2C(=O)c3ccccc3C2C(=O)NCc2cccnc2)c1 (centres undefined) | -2 | 2.5 | -1 | -1 | -0.1 | 6 | 3 | 0 | -10
CNC(=S)NNC(=O)c1cn(C)nc1C | -5 | 0.5 | -11 | -2 | 0.3 | -16 | -2 | 3 | -9
Cc1csc2nc(CCNS(=O)(=O)c3cccs3)cn12 | -1 | -1.7 | 7 | -2 | 0.1 | 2 | -4 | 2 | -2
CCc1n[nH]c(=S)n1/N=C/c1c[nH]c2ccc(Br)cc12 | -1 | 0.5 | 7 | 3 | 0.0 | 5 | 3 | -2 | 0
O=C(Nc1ccc(Cl)cc1C(=O)NCCN1CCOCC1)c1ccc(Cl)cc1Cl | -5 | 0.8 | -13 | 0 | -0.1 | -6 | -27 | -4 | 20
COc1ccc(/C=N/NC(=O)c2ccoc2C)cc1OC | -3 | 0.7 | -7 | 5 | -0.1 | -5 | -3 | 0 | 3
Cc1ccc(-c2nnn(CC(=O)N(CCCO)C(C(=O)NC3CCCC3)c3ccc(Cl)cc3)n2)o1 (centres undefined) | 4 | -2.0 | -3 | 6 | -0.1 | -6 | -15 | 0 | 10
CCC(C)(c1nnnn1-c1c(C)cccc1C)N(N=O)c1cccc(C(F)(F)F)c1 (centres undefined) | 0 | 3.5 | 3 | -1 | -0.1 | -13 | 2 | 1 | -2
Cc1ccc(NC2=C/C(=N/S(=O)(=O)c3cccs3)c3ccccc3C2=O)cc1 | 4 | 3.2 | -19 | 60* | 0.2 | -13 | 25 | 1 | 5
Fc1ccc(NC(=S)NCc2ccccc2)cc1 | 1 | 1.5 | -3 | -2 | -0.1 | 15 | 6 | -2 | 4
C=CCc1cccc(/C=N/NC(=O)CCC(=O)Nc2ccc(F)cc2)c1O | 4 | 3.0 | -5 | -2 | -0.3 | 1 | 1 | 0 | -1
COc1ccc(N(CC(=O)NCc2ccco2)C(=O)CCC(=O)Nc2nccs2)c(OC)c1 | -1 | -0.9 | 0 | 10 | -0.6 | -1 | 0 | 1 | 4
CCCOc1ccc(C(=O)NC(=S)N2CCN(c3cc4c(cc3F)c(=O)c(C(=O)O)cn4CC)CC2)cc1 | 5 | -0.1 | -11 | -3 | 0.0 | -11 | -3 | 0 | 4
N/C(=N\OC(=O)c1ccc(Cl)c([N+](=O)[O-])c1)c1ccccc1 | -2 | 0.8 | -4 | -5 | 0.0 | -10 | 7 | 1 | -3
CC(=O)c1c(C)[nH]c(C(=O)Nc2nc(-c3ccccc3)c(C)s2)c1C | 5 | -0.7 | 5 | 0 | 0.0 | -7 | -21 | 1 | 9
COc1ccc(Cl)cc1NC(=O)CN(C)Cc1cccs1 | 1 | 4.1 | -14 | 1 | 0.0 | -11 | -2 | 1 | -14
COc1ccc(NC(=O)C2CCN(c3ncnc4c3nc3n4CCCCC3)CC2)c(OC)c1 | -4 | 2.8 | -4 | 0 | -0.1 | 4 | 9 | -5 | 5
O=C(NNc1ccccc1Br)C(=O)n1ccc2ccccc21 | -6 | -0.5 | -11 | -1 | 0.3 | 14 | -9 | -2 | 8
CCOC(=O)c1c(CN2CCOCC2)n(-c2ccccc2)c2ccc(O)cc12 | 2 | 6.1 | 6 | 0 | 0.0 | 8 | -1 | -1 | 20
O=C(Nc1ccccc1)Nc1ccc(O)c2ccccc12 | 2 | 2.2 | 5 | 0 | -0.2 | -4 | 2 | -2 | 19
CCCc1nnc(NC(=O)CCC(=O)Nc2ccc(F)cc2)s1 | 2 | 0.7 | -1 | -2 | 0.0 | -2 | -9 | -2 | 0

Single records (already shown). Values in the order: PP1 inh | PP5 primary | EBNA-1 inhibitor | CTSL1 counter | Efflux pump inh | ZTA counter | HCV core dimer | TPT1 inhibitor | PREPL inhibitor
C=CCc1cccc(/C=N/NC(=O)CCC(=O)Nc2ccc(F)cc2)c1O is listed with 4 | 3.0 | -5 | -2 | -0.3 | 1 | 1 | 0 | -1
CC(=O)c1c(C)[nH]c(C(=O)Nc2nc(-c3ccccc3)c(C)s2)c1C is listed with 5 | -0.7 | 5 | 0 | 0.0 | -7 | -21 | 1 | 9
COc1cc2c(cc1OC)C(=O)Cc1ccc3c(c1CN(C)CC2)OCO3 is listed with -4 | 0.4 | 0 | -1 | 0.0 | 3 | -4 | 0 | -4
CCC(C)(c1nnnn1-c1c(C)cccc1C)N(N=O)c1cccc(C(F)(F)F)c1 (centres undefined) is listed with 0 | 3.5 | 3 | -1 | -0.1 | -13 | 2 | 1 | -2
O=C(O)c1ccccc1C(=O)Nc1ccc(S(=O)(=O)N2CCCC2)cc1 is listed with -4 | 1.7 | 3 | 3 | 0.3 | 10 | -12 | -1 | 11
